PAFAH1B2 FP inh: blocks human PAF acetylhydrolase 1b catalytic subunit 2; P68402; recombinant PAFAH1B2, FP-rhodamine activity probe, fluorescence polarization; inhibition, % at 3.39 µM; actives 1.2% (n = 340,000); AID 492953;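 active = inhibition above the mean of all tested compounds plus 3 SD, cut at about 24% in these data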;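 note: 0% = enzyme with DMSO and 100% = wells lacking PAFAH1B2; many of its hits are not listed in these tables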
Target sequence (P68402 whole entry, looked up): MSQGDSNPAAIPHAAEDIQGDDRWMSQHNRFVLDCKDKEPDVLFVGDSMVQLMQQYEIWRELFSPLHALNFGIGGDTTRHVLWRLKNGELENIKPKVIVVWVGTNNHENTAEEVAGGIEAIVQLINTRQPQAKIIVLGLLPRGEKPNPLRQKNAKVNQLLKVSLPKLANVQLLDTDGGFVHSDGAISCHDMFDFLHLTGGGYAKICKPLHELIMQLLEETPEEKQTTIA
LYPLA1 counter: blocks human lysophospholipase 1, a PME1 counter-screen; recombinant LYPLA1, FP-Rh probe fluorescence polarization; inhibition, % at 5.9 µM; actives 0.16% (n = 320,000);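 active = inhibition above the mean of all tested compounds plus 3 SD, set per campaign, cut at about 14% in these data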;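 note: inhibitors block serine hydrolase probe labeling of LYPLA1 so polarization falls; 0% = enzyme with DMSO and 100% = wells lacking LYPLA1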
PAD4 inh: PAD4 (human) enzyme inhibition; Q9UM07; actives 0.41% (n = 330,000); recombinant PAD4, RCA probe fluorescence polarization; inhibition, % at 6.36 µM;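 active = percent inhibition above a cutoff equal to the mean of all tested compounds plus 3 SD, cut at about 15% in these data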;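 note: 0% = PAD4 with RCA probe and DMSO and 100% = probe without PAD4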
PAFAH2 FP inh: PAFAH2 (human) inhibition. actives 0.99% (n = 340,000). AID 492956. recombinant PAFAH2, FP-rhodamine activity probe, fluorescence polarization. Q99487. inhibition, % at 3.39 µM;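 active = inhibition above the mean over all tested compounds plus 3 SD, cut at about 30% in these data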;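 note: inhibitors block probe labeling of enzyme so polarization drops; 0% = enzyme with DMSO and 100% = wells lacking PAFAH2 protein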
GSTO1 counter: blocks human GSTO1 in RBBP9 counter-screen | P78417 | inhibition, % at 5.96 µM | actives 1.1% (n = 300,000) | recombinant GSTO1, activity-based probe fluorescence polarization;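 active = inhibition above the campaign mean inhibition plus 3 SD, cut at about 35% in these data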;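 note: 0% = GSTO1-1 with DMSO and 100% = wells lacking GSTO1-1 enzyme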
LYPLA2 counter: LYPLA2 (human) inhibition in PME1 counter-screen; recombinant LYPLA2, FP-Rh probe fluorescence polarization; O95372; actives 0.38% (n = 320,000); AID 2177; inhibition, % at 5.9 µM;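 active = inhibition above the screen-wide mean plus 3 SD, limit set per campaign, cut at about 26% in these data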;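 note: 0% = LYPLA2 with DMSO and 100% = wells lacking LYPLA2 enzyme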
PAFAH1B3 FP inh: inhibitors of human PAFAH1B3. Q15102. recombinant PAFAH1B3, FP-rhodamine probe, fluorescence polarization. inhibition, % at 3.39 µM. actives 0.28% (n = 340,000). AID 492972;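 active = inhibition above the screen-wide average of all tested compounds plus 3 SD, cut at about 25% in these data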;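 note: 0% = enzyme with DMSO only and 100% = wells lacking PAFAH1B3 protein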
pPAFAH inh: inhibitors of human plasma PAF acetylhydrolase (pPAFAH); Q13093; recombinant pPAFAH, FP-rhodamine probe fluorescence polarization; inhibition, % at 3.39 µM; actives 1.5% (n = 330,000);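 active = inhibition above the mean inhibition across the screen plus 3 SD, cut at about 25% in these data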;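 note: inhibitors block binding of the rhodamine activity-based probe so polarization drops; 0% = enzyme with DMSO and 100% = wells lacking pPAFAH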
PREPL inhibitor: inhibits the human prolyl oligopeptidase-like enzyme; actives 0.68% (n = 320,000); inhibition, % at 5.96 µM; AID 2751; recombinant PREPL, fluorescence polarization activity-based probe; in the data active = inhibition above about 43%;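 note: 0% = enzyme with DMSO and 100% = wells lacking enzyme; many of its hits are not listed in these tables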
Target sequence (Q4J6C6 whole entry, looked up): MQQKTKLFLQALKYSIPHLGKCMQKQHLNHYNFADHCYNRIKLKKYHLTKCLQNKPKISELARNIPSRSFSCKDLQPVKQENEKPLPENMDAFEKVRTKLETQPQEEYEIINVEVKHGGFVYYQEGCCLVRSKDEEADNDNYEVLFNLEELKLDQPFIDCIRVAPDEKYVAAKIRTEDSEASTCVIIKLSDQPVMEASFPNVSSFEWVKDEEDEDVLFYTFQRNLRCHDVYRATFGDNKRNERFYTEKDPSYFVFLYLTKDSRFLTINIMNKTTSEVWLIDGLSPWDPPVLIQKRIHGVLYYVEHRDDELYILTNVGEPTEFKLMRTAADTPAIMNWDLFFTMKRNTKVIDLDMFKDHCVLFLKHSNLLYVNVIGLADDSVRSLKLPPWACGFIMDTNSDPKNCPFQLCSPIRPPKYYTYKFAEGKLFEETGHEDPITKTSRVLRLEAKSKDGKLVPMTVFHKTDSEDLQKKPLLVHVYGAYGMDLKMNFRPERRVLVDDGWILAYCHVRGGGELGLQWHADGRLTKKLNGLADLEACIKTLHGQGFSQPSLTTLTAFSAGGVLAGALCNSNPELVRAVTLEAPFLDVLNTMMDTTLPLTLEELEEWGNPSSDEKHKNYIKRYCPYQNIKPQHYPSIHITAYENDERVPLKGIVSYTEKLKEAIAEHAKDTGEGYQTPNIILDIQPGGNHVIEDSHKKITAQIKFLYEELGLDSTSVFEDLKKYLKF
* = called active by the depositor; · = no result given.

Under each structure – PAFAH1B2 FP inh, LYPLA1 counter, PAD4 inh, PAFAH2 FP inh, GSTO1 counter, LYPLA2 counter, PAFAH1B3 FP inh, pPAFAH inh, PREPL inhibitor
- COc1ccc(-c2cc(C(=O)Nc3cc(S(=O)(=O)N4CCOCC4)ccc3N3CCOCC3)c3ccccc3n2)cc1
    -1, -10, 2, -3, -7, -3, 2, 0, 34
- CC1(C)CC(=O)c2cc(OCC(=O)NCCN3CCCc4ccccc43)ccc2O1
    -2, -1, 2, -5, 0, 6, 3, 2, 4
- Cc1cc(C)nc(SC2c3cccc4cccc(c34)C2NS(=O)(=O)c2ccccc2)n1 (centres undefined)
    -1, -15, -4, -6, -5, -19, 1, 3, -12
- COc1ccc(S(=O)(=O)Nc2ccccc2-c2nc3ccccc3[nH]c2=O)cc1
    9, -1, -4, 5, -15, -1, 2, 4, -11
- CCC(=O)c1ccc(OCC(=O)Nc2ccccc2C(=O)N2CCCCC2)cc1
    1, 1, 1, 1, 6, 5, 2, 3, 7
- Cc1noc(C)c1C(=O)NCCC1=CCCCC1
    3, 0, 1, -7, -2, 0, -1, -1, 3
- Cc1[nH]n(-c2ccccc2)c(=O)c1C(c1cccc([N+](=O)[O-])c1)c1c(C)[nH]n(-c2ccccc2)c1=O
    4, 0, 30*, 12, 52*, 0, 2, 2, 4
- Cc1cc([N+](=O)[O-])nn1CCCC(=O)NC(C)c1ccccc1 (centres undefined)
    4, 1, 0, 1, 6, 2, 0, -2, -3
- NC(=O)c1ccc(NC(=O)COC(=O)/C=C/c2cn(-c3ccccc3)nc2-c2cccnc2)cc1
    -12, -28, -19, -52, -22, -49, -13, -11, -12
- O=C(NC1CCCC1)C(c1ccncc1)N(C(=O)c1csnn1)c1ccc(F)cc1 (centres undefined)
    7, 2, 1, 15, 1, 0, 9, -4, 0
- O=[N+]([O-])c1cccc(NC(=S)N2CCN(S(=O)(=O)c3ccccc3)CC2)c1
    2, -1, -3, 2, -2, 1, 13, 4, 1
- COC(=O)c1cc(S(=O)(=O)NCC2CCN(Cc3ccccc3F)CC2)c[nH]1
    9, -5, -8, -6, 6, 4, 6, 5, 3
- CN1CCN(c2oc(Cc3cccc4ccccc34)nc2C#N)CC1
    -2, -1, -4, 2, 6, -9, 0, 6, 18
- CCCn1c(=N)c(C(=O)NCc2ccc3c(c2)OCO3)cc2c(=O)n3cccc(C)c3nc21
    3, 0, -7, 10, 7, 5, -1, 0, 41
- COc1ccc(OCC(=O)OC(C)CN2CCOCC2)cc1 (centres undefined)
    4, 1, 0, -1, -1, -3, 3, -4, -4
- COc1ccc(CN2C(=O)c3cccc4cccc(c34)C2=O)cc1
    5, 5, 1, -11, -3, 9, 1, 2, 2
- Nc1cc2c(cc1C(=O)c1cccc(Br)c1)OCCO2
    5, -1, 4, 7, 27, -9, 5, 0, 2
- O=C(CCl)N1c2ccccc2CCc2ccccc21
    7, -1, 3, 3, 69*, 1, 2, -2, -1
- COc1ccc(NC(=O)CCCn2nc(C)c3c(C)n(-c4ccccc4)nc3c2=O)cc1OC
    1, -1, 1, -3, 7, 1, -1, 2, 3
- CCC(C(=O)N1CCN(S(=O)(=O)c2ccc(F)cc2)CC1)c1ccccc1 (centres undefined)
    8, 2, -3, 1, ·, -3, -5, 5, 7
- COC(=O)C1=C(Nc2cc(Cl)cc(Cl)c2)CSC1
    2, 1, -2, 2, 17, 0, -3, 3, -2
- O=C(O)C1CC=CCC1C(=O)NNc1ccccc1 (centres undefined)
    1, -1, -4, 4, 0, -1, 12, 4, 1
- CCOc1ccc2oc(-c3ccccc3)c(C(=O)N3CCN(C)CC3)c2c1
    6, -2, 0, 3, -2, 2, -7, 5, 4
- O=C(CC1SC(N2CCOCC2)=NC1=O)Nc1ccccc1Cl (centres undefined)
    1, 0, 0, -3, ·, 3, -5, 1, 6
- COc1ccc(-c2c(C#Cc3ccsc3)c3cc(-c4ccc5cc[nH]c5c4)ccc3n2C)cc1
    3, ·, -1, 11, ·, ·, 6, 2, 35
- O=C(Oc1ccc(Cl)c2cccnc12)N1CCCCCC1
    7, 5, -5, -4, 2, 10, 3, 3, 0
- CC(=NCCc1c(C)[nH]c2ccc(OC(F)(F)F)cc12)C1=C(O)CC(c2ccccc2)CC1=O (centres undefined)
    2, 0, 5, 9, 12, 2, 9, 0, -5
- CCOCC(=O)Nc1ccc([N+](=O)[O-])cc1OC
    -1, 3, -2, 10, 2, 6, 8, 1, -2
- O=C(NC12CC3CC(CC(C3)C1)C2)N1CCC(O)(c2ccc3c(c2)OCO3)CC1
    3, 0, 0, 3, 2, 0, 2, 3, 13
- Cc1csc(=O)n1CCC(=O)OCC(=O)Nc1ccc(C(N)=O)cc1
    -1, -3, 2, 8, 10, 1, 6, 6, 5
- Cc1cc(/C=N/Nc2nc(N)ncc2[N+](=O)[O-])c(C)n1-c1cccc(C(F)(F)F)c1
    ·, -3, -2, ·, 6, 1, ·, 4, 19
- CCn1c(/N=C/c2c[nH]c3ccccc23)nc2ccccc21
    3, -3, -6, -6, -1, -3, 9, -3, 5
- Cc1cccc(N2CC(C(=O)Nc3ccc(S(=O)(=O)Nc4nccs4)cc3)CC2=O)c1C (centres undefined)
    3, 0, 4, 2, 3, 0, -2, 3, -8
- COc1ccc(CC(=O)NCc2ccc(-n3cccc3)cc2)cc1OC
    7, 2, 0, -1, 25, 0, -4, 4, 2
- COC(=O)/C(=C/c1ccco1)NC(=O)c1ccc(Br)o1
    5, 3, 1, 4, 5, 1, 12, 8, 1
- Cn1cccc1C(=O)NC(=O)COC(=O)CC12CC3CC(CC(C3)C1)C2
    22, 1, 0, 23, 5, -1, 5, 9, -10
- O=C(Nc1ccc(Cl)cc1)c1cccc(S(=O)(=O)Nc2ccccn2)c1
    6, 0, -4, 5, -3, -5, 8, 2, 1
- Cn1c(Cc2ccccc2)nnc1SCC(=O)NC1CCCCC1
    1, 4, -4, 2, -8, -4, -2, 2, 15
- CC(C)(C)NS(=O)(=O)c1ccc(OCC(=O)NCC2CCCO2)cc1 (centres undefined)
    -2, 2, -2, 0, 3, -1, 10, 4, -4
- CN(C)c1ccc(Nc2ccc([N+](=O)[O-])cn2)cc1
    3, -3, 3, 2, -4, 7, -2, 6, 34

Next part
mol	PAFAH1B2 FP inh	LYPLA1 counter	PAD4 inh	PAFAH2 FP inh	GSTO1 counter	LYPLA2 counter	PAFAH1B3 FP inh	pPAFAH inh	PREPL inhibitor
COc1cccc(C2=NO[C@@H]3C(=O)N(c4ccc5c(c4)OCCO5)C(=O)[C@H]23)c1OC	3	-4	-5	6	15	6	-1	6	4
CCC(=O)c1ccc(N2CCOCC2)c(F)c1	2	-1	2	-8	0	1	-5	5	16
Cc1ccc2cccc(S(=O)(=O)N3CCN(c4ccccc4F)CC3)c2n1	1	-3	-3	-6	0	2	8	-1	1
Cn1nccc1C(=O)N1CCN(c2ncccn2)CC1	3	-3	-2	2	4	-1	4	5	10
O=C(N/N=C/c1cccc(OC(=O)N2CCOCC2)c1)c1cccs1	1	-1	-2	-1	-3	-4	4	1	-5
Cc1ccc(S(=O)(=O)NCC(=O)N(CC(=O)NCc2ccc(F)cc2)CC2CCCO2)cc1 (centres undefined)	12	3	1	13	3	4	12	7	13
O=C(NCC1OCCCN1S(=O)(=O)c1cc(F)ccc1F)C(=O)NC1CCCCC1 (centres undefined)	6	-1	-8	-1	9	-3	1	-9	8
O=C(NCc1ccccn1)/C(=C/c1ccco1)NC(=O)c1ccccc1	8	1	2	-5	3	2	-9	6	-2
CCCCNC(=S)N(C)/N=C/c1ccc(OCC(=O)Nc2ccc(OC)cc2)c(OC)c1	-12	-28	-3	-31	-5	-60	-21	-9	10
COc1ccc(-n2c(C)nc3cc(C(=O)N4CCOCC4)ccc32)cc1	-2	-1	0	-2	-1	1	-1	6	4
COc1cccc(Nc2nc3ccccc3n2C(C)C)c1	6	1	6	0	4	0	8	7	-1
CC(=O)c1ccc(N2C(=NC(=O)C(C)C)SC3CS(=O)(=O)CC32)cc1 (centres undefined)	1	1	2	-4	0	1	11	4	-7

13 structures already listed, arranged by formula weight, smallest number first:
mol	PAFAH1B2 FP inh	LYPLA1 counter	PAD4 inh	PAFAH2 FP inh	GSTO1 counter	LYPLA2 counter	PAFAH1B3 FP inh	pPAFAH inh	PREPL inhibitor
Cc1noc(C)c1C(=O)NCCC1=CCCCC1	3	0	1	-7	-2	0	-1	-1	3
O=C(O)C1CC=CCC1C(=O)NNc1ccccc1 (centres undefined)	1	-1	-4	4	0	-1	12	4	1
CCn1c(/N=C/c2c[nH]c3ccccc23)nc2ccccc21	3	-3	-6	-6	-1	-3	9	-3	5
COC(=O)C1=C(Nc2cc(Cl)cc(Cl)c2)CSC1	2	1	-2	2	17	0	-3	3	-2
COc1ccc(OCC(=O)OC(C)CN2CCOCC2)cc1 (centres undefined)	4	1	0	-1	-1	-3	3	-4	-4
CN1CCN(c2oc(Cc3cccc4ccccc34)nc2C#N)CC1	-2	-1	-4	2	6	-9	0	6	18
COc1ccc(CC(=O)NCc2ccc(-n3cccc3)cc2)cc1OC	7	2	0	-1	25	0	-4	4	2
Cn1cccc1C(=O)NC(=O)COC(=O)CC12CC3CC(CC(C3)C1)C2	22	1	0	23	5	-1	5	9	-10
O=C(N/N=C/c1cccc(OC(=O)N2CCOCC2)c1)c1cccs1	1	-1	-2	-1	-3	-4	4	1	-5
O=C(NC12CC3CC(CC(C3)C1)C2)N1CCC(O)(c2ccc3c(c2)OCO3)CC1	3	0	0	3	2	0	2	3	13
COC(=O)c1cc(S(=O)(=O)NCC2CCN(Cc3ccccc3F)CC2)c[nH]1	9	-5	-8	-6	6	4	6	5	3
O=C(NC1CCCC1)C(c1ccncc1)N(C(=O)c1csnn1)c1ccc(F)cc1 (centres undefined)	7	2	1	15	1	0	9	-4	0
NC(=O)c1ccc(NC(=O)COC(=O)/C=C/c2cn(-c3ccccc3)nc2-c2cccnc2)cc1	-12	-28	-19	-52	-22	-49	-13	-11	-12

Bioassay records (PubChem)

These rows are one share of the data; the hit share may differ from the screen's.
